High-throughput results as filed in PubChem BioAssay.
HTR5A ag ctr = activates human HTR5A in OPRM1-OPRD1 agonist counter-screen | P47898 | HTR5A agonist assay, luminescence, cell-based | activation, % at 9.3 µM | actives 0.61% (n = 340,000); in the data active means activation mostly above about 9.5%, no sharp cut-off; inactive means mostly below about 7.6%;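 further: 0% = cells with vehicle only and 100% = reference agonist; strong numbers were not always called active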
Target sequence (P47898 whole entry, looked up): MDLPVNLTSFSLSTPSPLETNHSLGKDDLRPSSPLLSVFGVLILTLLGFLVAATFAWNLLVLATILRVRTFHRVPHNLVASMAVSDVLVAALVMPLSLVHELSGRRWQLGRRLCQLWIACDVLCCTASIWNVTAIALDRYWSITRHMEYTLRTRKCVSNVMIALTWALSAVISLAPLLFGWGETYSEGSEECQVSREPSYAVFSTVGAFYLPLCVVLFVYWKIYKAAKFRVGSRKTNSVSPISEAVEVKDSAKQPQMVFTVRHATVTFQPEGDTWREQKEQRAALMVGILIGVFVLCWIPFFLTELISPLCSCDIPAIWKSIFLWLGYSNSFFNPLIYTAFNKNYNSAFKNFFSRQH
dFosB act = mouse delta FosB homodimer activation; P13346; purified delta FosB, TAMRA-CDK5 oligo fluorescence polarization; percent of positive-control signal above neutral wells; activation, % at 25 µM; actives 0.99% (n = 340,000); AID 493131;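 active means mean activation above about 17%, with every replicate also reaching it, limit read from the data, passing the limit was not always enough; inconclusive means only one of the two conditions met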;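 further: fluorescence polarization rise as delta FosB binds a TAMRA Cdk5 AP-1 oligo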
Wnt act = Wnt/beta-catenin pathway activation; Wnt/beta-catenin reporter cell assay, activator, plate reader; activation, % at 9.35 µM; actives 1.2% (n = 300,000); AID 743398; in the data active means activation above about 30%, passing the limit was not always enough; inconclusive means no clear call, values can overlap the other calls;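 further: 0% = neutral control wells and 100% = positive control wells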
CDK5 inh = blocks human CDK5/p35 kinase activity | Recombinant CDK5/p35, ADP-Glo luminescence, 60 min | Q00535+Q15078 | inhibition, % at 10 µM | AID 488839 | actives 0.01% (n = 330,000);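 active means highest replicate inhibition of at least 50% and at least 75% of replicates reaching 50%; inconclusive means only one of the two criteria met; inactive means both criteria failed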;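 further: plate controls were DMSO neutral control for no effect and GW8510 at 10 µM for full effect; many of its hits are not listed in these tables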
MITF TRPM1 HTS = MITF TRPM1 promoter activation in melanoma cells | SK-MEL-5 TRPM1-promoter luciferase, 24 h; % of positive control, neutral wells = 0 | activation, % at 12.5 µM | actives 0.75% (n = 300,000) | AID 588334;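 active means mean activation of at least 80% with every replicate also reaching 80%; inconclusive means mean reaches 80% but some replicate falls short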;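 further: 0% = neutral control wells and 100% = parthenolide positive control wells; values of inactives mirror those of a sister screen read the other way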
Rtt109 Vps75 = blocks Candida albicans Rtt109/Vps75 acetyltransferase activity; Q5AAJ8; purified Rtt109/Vps75, ThioGlo CoA-SH fluorescence, 4 h; inhibition, % at 34.9 µM; actives 0.16% (n = 330,000);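 active means inhibition of at least 50% in every replicate; inconclusive means best replicate reaches 50% inhibition but some replicates fall short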
RTF Ca sens act = increases calcium sensitivity of human cardiac regulated thin filaments. IANBD-labeled TnC RTF fluorescence at EC20 calcium; 0% EC20 calcium, 100% full calcium. AID 493008. P19429+P45379. activation, % at 7.2 µM. actives 0.24% (n = 340,000);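 active means activation above the mean over all tested compounds plus 3 SD, cut at about 30% in these data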;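 further: rise in fluorescence read as greater calcium sensitivity of cardiac thin filaments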
SR-BI uptake up = enhances SR-BI lipid uptake from DiI-HDL; activation, % at 12.5 µM; CHO ldlA[mSR-BI] cells, DiI-HDL uptake fluorescence, 3 h; 100 = double the neutral-control signal; actives 0.096% (n = 320,000);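 active means mean replicate activation of at least 60% and every replicate at or above 60%; inconclusive means mean or all-replicate condition met, but not both; inactive means mean below 60% and not all replicates reaching 60%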;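 further: 0% = median plate neutral-control signal and 100% = twice that signal; values of inactives mirror those of a sister screen read the other way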
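Test system: SR-BI-overexpressing, LDLR-lacking CHO cells; Medium: Ham's F12 with 0.5% BSA, HEPES 25 mM, pH 7.4; Schedule: 3 h, 37 °C; Technique: bottom-read fluorescence, 550/595 nm.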
SR-BI HDL uptake = inhibitors of mouse SR-BI mediated HDL lipid uptake. inhibition, % at 12.5 µM. ldlA[mSR-BI] CHO cells, DiI-HDL uptake fluorescence, 3 h. actives 0.96% (n = 320,000). Q61009;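 active means mean replicate inhibition of at least 70% and a set share of replicates each scoring 70 or more; inconclusive means meets just one of the two criteria; inactive means fails both criteria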;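 further: 0% = median of neutral control wells and 100% = median of positive control wells; values of inactives mirror those of a sister screen read the other way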
Target sequence (Q61009 whole entry, looked up): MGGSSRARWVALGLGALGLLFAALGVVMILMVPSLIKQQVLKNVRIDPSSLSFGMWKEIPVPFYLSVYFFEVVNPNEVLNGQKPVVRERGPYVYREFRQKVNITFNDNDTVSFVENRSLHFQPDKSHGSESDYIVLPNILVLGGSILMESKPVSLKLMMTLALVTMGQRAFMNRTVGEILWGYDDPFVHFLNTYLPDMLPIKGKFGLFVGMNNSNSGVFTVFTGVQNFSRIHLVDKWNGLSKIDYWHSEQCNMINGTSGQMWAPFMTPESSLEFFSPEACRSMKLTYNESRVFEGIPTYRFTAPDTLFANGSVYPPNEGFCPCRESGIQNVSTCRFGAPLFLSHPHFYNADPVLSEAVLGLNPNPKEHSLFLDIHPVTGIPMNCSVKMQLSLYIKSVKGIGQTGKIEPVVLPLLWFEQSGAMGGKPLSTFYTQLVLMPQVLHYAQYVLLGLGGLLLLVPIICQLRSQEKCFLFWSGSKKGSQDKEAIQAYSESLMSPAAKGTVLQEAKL
PvdQ acylase = blocks Pseudomonas aeruginosa PvdQ acylase activity | inhibition, % at 10 µM | purified PvdQ acylase, fluorescence plate reader | AID 488965 | actives 0.063% (n = 340,000); in the data active means inhibition above about 30%, passing the limit was not always enough; inconclusive means no clear call, values can overlap the other calls;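 further: 0% = vehicle neutral wells and 100% = reference inhibitor wells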
An asterisk follows results filed as active; ? = inconclusive; / = no result given. No enrichment for hits; overall some 4.4% were active at least once.

molecule	HTR5A ag ctr	dFosB act	Wnt act	CDK5 inh	MITF TRPM1 HTS	Rtt109 Vps75	RTF Ca sens act	SR-BI uptake up	SR-BI HDL uptake	PvdQ acylase
CCCc1cc(C(=O)OCC(=O)N2CCN(c3ccc(OC)cc3)CC2)sc1C	-4	-15	-3	-0.5	-10	-3	-6	-57	57	-11
CCn1ncc(C2C(C(=O)Nc3ccc(C)cn3)=C(C)NC3=C2C(=O)CCC3)c1C (configuration not stated)	-3	3	1	1.9	5	-13	-5	13	-13	0
CCC(=O)c1ccc(OCc2ccc(C(=O)OC)o2)c(OC)c1	4	1	/	1.3	8	7	-1	-21	21	-7
Cc1ccc(S(=O)(=O)N2CCCC2C(=O)Nc2nc3ccccc3s2)cc1 (configuration not stated)	2	-9	-3	2.7	-4	-9	-3	-6	6	-7
CCOC(=O)N1CCN(c2cc(=O)n(-c3cccc(Br)c3)c(=O)[nH]2)CC1	0	0	3	-0.5	8	10	-3	/	/	-9
CC(C)(C)SCCNC(=O)c1ccc(Cl)c(S(=O)(=O)N2CCOCC2)c1	-1	-1	/	-0.8	6	-3	-5	-11	11	-1
CC1CCCCC1NC(=S)NC(=O)c1sc2ccccc2c1Cl (configuration not stated)	9	-3	1	0.2	1	3	1	16	-16	9
CCOC(=O)N1CCN(C(=O)CSc2ccc(-c3cccc(OC)c3)nn2)CC1	4	-18	1	0.1	4	-3	-1	-15	15	-13
COc1ccc(Oc2ccc(N/C=C/C(=O)C(C)(C)C)cc2)cc1	4	-8	4	2.3	23	0	-1	-1	1	-3
CC(C)c1ccc(C2(C)NC(=O)N(C(C)C(=O)Nc3ccc(N4CCOCC4)cc3)C2=O)cc1 (configuration not stated)	2	-3	1	-0.1	-1	18	-8	-21	21	-20
O=C(CCNS(=O)(=O)c1cccc2nonc12)NC1CCCc2ccccc21 (configuration not stated)	2	-4	/	-1.0	-8	3	0	12	-12	-1
CC1CCCCC1NC(=S)Nc1cccc(S(=O)(=O)N(C)C)c1 (configuration not stated)	11*	-4	-2	-0.3	-2	8	-1	-16	16	-5
O=C1C(NS(=O)(=O)c2ccc(Cl)cc2)=C(N2CCCCC2)C(=O)c2ccccc21	-2	3	-4	-0.7	-24	0	6	-10	10	-3
CCOC(=O)C(C)Sc1nc(=O)n2cc(C)ccc2n1 (configuration not stated)	-5	2	0	0.0	10	-12	-1	27	-27	-12
O=C(CNCc1ccco1)Nc1cc(S(=O)(=O)N2CCOCC2)ccc1N1CCCC1	17*	3	1	1.8	0	33	-4	/	/	7
CC(NC(=O)COC(=O)Cc1ccc(Cl)cc1)c1ccccc1 (configuration not stated)	-3	-8	-6	-1.9	2	5	8	-16	16	-6
COc1cc(C(=O)Nc2ccc3c(c2)OCO3)c([N+](=O)[O-])cc1OC	2	-4	0	-2.1	1	13	-3	-2	2	6
COCCn1c(Cc2ccccc2)nnc1SCC(=O)NC1CC1	-1	-4	-2	0.6	1	7	-8	/	/	-4
Cc1ccc2[nH]c(C)c(CC(=O)NCc3ccccc3)c2c1	-4	-6	0	2.0	/	4	1	18	-18	-6
Cc1ccc(-n2ncc(C(=O)Nc3cc(Cl)cc(Cl)c3)c2C2CCNCC2)cc1C	1	-20	-8	-0.3	-83	42	-3	-22	22	-10
CC(C)(C)c1cc[n+](/C(C(=S)NC2CC2)=C(/[O-])c2ccc(Cl)s2)cc1	-2	-7	-3	-0.6	-1	-2	-1	6	-6	5
CC(=O)Nc1ccc(C=NNc2ccc([N+](=O)[O-])cn2)cc1	-4	3	14	1.8	46	-2	4	-17	17	-16
COc1ccc(C(=O)C2CCCN(C(=O)CSC)C2)cc1OC (configuration not stated)	3	1	-1	-0.8	-3	25	0	30	-30	5
CCNC(=O)OCc1cn(-c2ccc(Cl)cc2)nn1	1	3	-1	-0.1	10	1	3	-14	14	-1
COCCCNC(=O)Cn1nc(-c2ccccc2OC)ccc1=O	-3	2	/	1.4	-5	-4	5	39	-39	-4

Entries of single compounds, looked up by structure. Screens in order: HTR5A ag ctr | dFosB act | Wnt act | CDK5 inh | MITF TRPM1 HTS | Rtt109 Vps75 | RTF Ca sens act | SR-BI uptake up | SR-BI HDL uptake | PvdQ acylase
CC1CCCCC1NC(=S)Nc1cccc(S(=O)(=O)N(C)C)c1 (configuration not stated) across the screens: 11* | -4 | -2 | -0.3 | -2 | 8 | -1 | -16 | 16 | -5
O=C(CCNS(=O)(=O)c1cccc2nonc12)NC1CCCc2ccccc21 (configuration not stated) across the screens: 2 | -4 | / | -1.0 | -8 | 3 | 0 | 12 | -12 | -1

Later entries.
Structure	HTR5A ag ctr	dFosB act	Wnt act	CDK5 inh	MITF TRPM1 HTS	Rtt109 Vps75	RTF Ca sens act	SR-BI uptake up	SR-BI HDL uptake	PvdQ acylase
Cc1cccc(C(=O)NCCc2n[nH]c(=S)n2C)c1	4	2	/	-0.1	-4	16	-2	1	-1	2
CCNC(=O)C1CCCN1S(=O)(=O)c1ccc(OC)cc1 (configuration not stated)	-2	6	-3	0.2	-2	-15	-1	-9	9	-5
CCOc1ccc(C(C)=O)cc1N1C(=O)C2C3C=CC(O3)C2C1=O (configuration not stated)	-3	3	/	1.0	1	-14	-3	19	-19	8
COc1cc(/C=C/C(=O)c2ccc3c(c2)OCO3)cc(Cl)c1O	-4	-14	-2	-1.8	0	26	18	-10	10	-5
Cc1ccc2oc(=O)c3cc(C(=O)NCc4ccco4)sc3c2c1	3	3	1	1.0	2	-1	2	-3	3	-14
COc1cccc(NC(=O)CSc2nc3c(c(-c4ccco4)c2C#N)CCCC3)c1	0	2	/	-0.4	12	-3	-2	50	-50	-10
O=C(Nc1cccc2cccnc12)c1cc(F)c(F)cc1Cl	-1	2	12	-1.4	38	-3	-4	-14	14	-13
CCOC(=O)C1CCN(S(=O)(=O)Cc2ccccc2)CC1	1	0	0	-1.5	2	3	-2	19	-19	-9
CCOc1ccccc1C(=O)NN1CCOCC1	2	-1	0	1.2	-14	-4	-3	12	-12	-8
Cc1cc(C)n2nc(C(=O)NCCc3ccccc3)nc2n1	2	-2	14	0.0	51	-8	-6	-4	4	8
O=c1cc(CN2CCN(c3ccccc3)CC2)c2c(ccc3ccccc32)o1	4	-10	-1	-0.4	/	6	0	-27	27	-15
COc1ccc(OC)c(N(CC(=O)Nc2ccccc2F)S(=O)(=O)c2ccccc2)c1	-5	-8	0	0.1	-23	-4	4	-3	3	19
COc1ccc(C2NC(=S)NC3=C2N2CCC3CC2)cc1 (configuration not stated)	2	-3	-2	1.3	/	0	0	/	/	-11
O=C(COC(=O)c1cccc(Cl)c1)NCc1ccccc1	-2	3	-7	-0.5	15	-3	5	-1	1	-13
COc1ccccc1CNS(=O)(=O)c1ccc2c(c1)NC(=O)CO2	3	-1	2	-8.1	-3	-4	-1	6	-6	-3
CC(OC(=O)c1ccc2c(=O)n3c(nc2c1)CCCCC3)C(N)=O (configuration not stated)	3	4	6	1.0	6	1	0	13	-13	0
COc1cccc(NC(=O)NCc2ccccc2Cl)c1	5	-2	6	-0.4	23	8	4	-22	22	1
COc1cccc2sc(N3CCN(C(=O)C4COc5ccccc5O4)CC3)nc12 (configuration not stated)	2	-15	-3	2.3	0	11	-3	3	-3	-11
CNC(=O)N(O)C1N(/N=C/c2ccccc2O)C(=S)SC1(C)C (configuration not stated)	3	-4	8	0.7	4	12	-6	/	/	-4
Cn1c(/C(C#N)=C(\O)c2ccc(Br)s2)nc2ccccc21	0	8	20	/	24	1	-3	3	-3	3
COc1ccc(CN2C(=O)c3cccnc3C2Nc2ccc(C)cc2)cc1 (configuration not stated)	1	-11	-4	0.4	/	4	-4	-1	1	4
Nc1cccc2c1nnn2C1OC(CO)C(O)C(O)C1O (configuration not stated)	-1	-1	-2	-0.6	-3	3	10	12	-6	-13
CCC1CCc2sc(C(=O)NCC(c3ccc(OC)cc3)N3CCCC3)cc2C1 (configuration not stated)	2	?	-10	-3.9	-14	-3	1	-7	7	7
Cc1ccccc1C(=O)NC1CCN(C(=O)N2CCOCC2)CC1	-1	0	/	0.1	7	20	5	8	-8	4
Cc1nc(N2CCN(c3ccc(Cl)cc3)CC2)[nH]c(=O)c1C	4	-6	-1	-2.1	/	5	2	16	-16	-2

Quoted from the listing:
In HTR5A ag ctr, O=C(Nc1cccc2cccnc12)c1cc(F)c(F)cc1Cl is listed with -1
In Rtt109 Vps75, CCOC(=O)C1CCN(S(=O)(=O)Cc2ccccc2)CC1 is listed with 3
In dFosB act, CCOC(=O)C(C)Sc1nc(=O)n2cc(C)ccc2n1 (configuration not stated) is listed with 2
In MITF TRPM1 HTS, CC(OC(=O)c1ccc2c(=O)n3c(nc2c1)CCCCC3)C(N)=O (configuration not stated) is listed with 6
In SR-BI uptake up, Cc1cccc(C(=O)NCCc2n[nH]c(=S)n2C)c1 is listed with 1
In HTR5A ag ctr, COc1cccc(NC(=O)CSc2nc3c(c(-c4ccco4)c2C#N)CCCC3)c1 is listed with 0

Next part
Structure	HTR5A ag ctr	dFosB act	Wnt act	CDK5 inh	MITF TRPM1 HTS	Rtt109 Vps75	RTF Ca sens act	SR-BI uptake up	SR-BI HDL uptake	PvdQ acylase
COc1ccccc1NC(=O)Nc1ccnn1C1CCN(C(=O)c2ccccn2)CC1	-1	-5	-1	2.0	-5	-5	-1	-14	14	-10
N#CC(CC(=O)c1ccc(Cl)cc1)c1ccccc1 (configuration not stated)	3	2	0	1.7	0	8	2	-10	10	12
Cc1cc([N+](=O)[O-])nn1CC(=O)NCc1ccccc1	-3	0	0	-0.6	/	-4	-1	36	-36	-8
Cc1ccc(S(=O)(=O)NC(=O)Nc2nc(-c3ccc(F)c(F)c3)cs2)cc1	0	-4	-1	7.5	/	-2	-9	-16	16	-3
CCOc1ccc(S(=O)(=O)c2cn(C)c3cc(OC)c(OC)cc3c2=O)cc1	0	-3	-2	0.0	6	-2	-3	1	-1	-15
